Rat MKP-3 inhibitors – MKP-3 phosphatase inhibitors, primary screen, biochemical, rat enzyme, in vitro (AID 425); recombinant MKP-3 phosphatase activity, fluorescence; higher % means a stronger effect; Dual specificity protein phosphatase 6 (Rattus norvegicus); inhibition, % at 20 µM, or IC50 in µM where a hit was titrated; 0.17% of 110,000 active; in the data active = inhibition above about 50%;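 also: plate controls were vehicle for no effect and reference inhibitor for full effect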
Hsp70 displacement – Hsp70 inhibitors, probe displacement, primary screen, biochemical, fluorescence polarization (AID 583) | Heat shock 70 kDa protein 1A (Homo sapiens) | Hsp70 fluorescence polarization probe displacement, mP; higher % means a stronger effect | displacement, % at 20 µM; hits with a dose series show IC50 in µM | 0.06% of 140,000 active; in the data active = displacement above about 50%;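 also: plate controls were vehicle for no effect and reference ligand for full effect; a part of the inactive calls stands beside numbers as strong as those of hits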
An asterisk follows results filed as active; x = not tested or not shown; & = joins results of further samples. Only part of the results is shown (hit frequency here may not be typical).

SMILES | Rat MKP-3 inhibitors | Hsp70 displacement
Cc1cnnc2c1-c1no[n+]([O-])c1CC2 | -4.6% | 6.7%
CCOC(=O)C1=C(O)/C(=C\c2ccc(Cl)cc2Cl)N=C1C | 0.1% | 1.9%
Cc1ccc(OCCn2c(=S)[nH]c3ccccc32)cc1 | 0.1% | 2.6%
CS(=O)(=O)N1CCN(c2ccc(NC(=O)c3ccc(Br)o3)cc2)CC1 | -10.5% | -1.4%
Cc1cccc(N2C(=O)NC(=O)/C(=C/c3ccc(Br)o3)C2=O)c1 | 10.4% | 5.5%
CCNC(=S)Nc1ccccc1Cl | -1.1% | 0.6%
Cc1cc(C)c2nc(N3CCCC3)c(C#N)cc2c1 | -8.5% | -5.8%
COc1ccc(C2=NOC(C(=O)NCc3ccccn3)C2)cc1 (centres undefined) | x | -2.7%
CCC(=O)Nc1sc2c(c1C(N)=O)CCC2 | 4.7% | 1.9%
CCc1ccc(C2C(C(C)=O)=C(C(=O)OC)Nc3nnnn32)cc1 (centres undefined) | 3.0% | -3.1%
Cc1ccc(-c2nnc(N3CCN(c4ccccn4)CC3)c3ccccc23)cc1 | -2.2% | -2.2%
CN1CC(c2ccccc2)C2(SC(=S)N(Cc3ccco3)C2=O)C12C(=O)Nc1ccccc12 (centres undefined) | x | 1.5%
CCOc1cccc(/C=N/NC(=O)c2cc(-c3cccc4ccccc34)n[nH]2)c1O | 3.2% | -3.1%
CCC(Oc1ccccc1)C(=O)Nc1ccc(C)c([N+](=O)[O-])c1 (centres undefined) | 4.8% | 1.0%
O=C(Cn1c(NCCO)nc2ccccc21)c1ccc(Cl)c(Cl)c1 | 5.3% | -4.3%
C1CCC(N2CCC(N3CCCCC3)CC2)CC1 | 1.7% | -3.1%
CN(CC(=O)OCC(=O)Nc1ccccc1)S(=O)(=O)c1ccc(Cl)cc1 | x | 0.4%
COc1cccc(C(=O)Nc2ccccc2CO)c1 | 0.0% | -0.7%
CCc1cc2c(-c3ccccc3)cc(=O)oc2cc1OC(C)C(=O)O (centres undefined) | 2.2% | 2.8%
COc1ccc(CCN2C(=O)CC(NCc3ccc4c(c3)OCO4)C2=O)cc1OC (centres undefined) | -0.6% | x
C=C(C)COc1ccc2c3c(c(=O)oc2c1OCC(=C)C)CCC3 | -13.1% | 0.5%
CCOc1cc(C(=O)Nc2ccc(C(=O)OC)cc2)cc(OCC)c1OCC | -0.1% | 3.0%
COc1ccc(C(=O)Nc2ccc3nn(-c4ccc(F)cc4)nc3c2)cc1 | 7.7% | -0.2%
CCn1c(COc2ccc3c(c2)OCO3)nnc1SCC(=O)c1ccc(Cl)cc1 | x | 1.5%
CC1(C)OC(=O)C(=CNC(Cc2c[nH]c3ccccc23)C(=O)O)C(=O)O1 (centres undefined) | 0.3% | 2.9%
CCc1c(C)nc2cc(-c3cccc(F)c3)[nH]n2c1=O | 3.6% | -0.6%
Cc1c(C(=O)NCc2ccccc2)oc2c1C(=O)CCC2 | -6.0% | 11.1%
O=C(O)c1cc(S(=O)(=O)Nc2ccccc2C(=O)O)ccc1O | 1.4% | x
CCOc1ccc(-c2cnc3n2CCC3)cc1 | x | 0.8%
CCOC(=O)/C(C#N)=C1\C(Cl)=C(Cl)c2ccccc21 | 9.2% | 4.6%
Cc1cc(C(F)(F)F)nn1CC(=O)NCC1CCCO1 (centres undefined) | -4.0% | -5.3%
COc1ccc(-c2nc3ccccc3c(=O)n2CCN2CCOCC2)cc1 | -2.9% | 2.2%
Cc1ccc(Sc2ncnc3onc(C)c23)cc1 | x | 3.9%
CCN(CC)S(=O)(=O)c1cccc(C(=O)N[C@H](C(=O)OCC(=O)NC(=O)NC)C(C)C)c1 | x | 2.1%
COc1ccc(N2C(=O)CCC2(C#N)c2ccc(Br)cc2)cc1 (centres undefined) | x | 3.2%
COc1ccc(CNC(=O)CSCc2cccc(Br)c2)cc1 | 20.5% | -2.0%
O=C(Oc1cccc2cccnc12)c1ccc2c(c1)OCCO2 | -2.4% | -0.8%
CC(=O)c1cccc(NC(=O)Nc2ccccc2C)c1 | -0.2% | 8.2%
CC(C)CC(=O)N1c2ccccc2NC2=C(C(=O)CC(C)(C)C2)C1c1cccs1 (centres undefined) | 1.6% | -3.6%
CCOC(=O)c1c(NC(=O)CSc2ncnc3sc4c(c23)CCCC4)sc2c1CCCC2 | -3.0% | 2.1%

2 records drawn at random from those above, as already listed:
SMILES | Rat MKP-3 inhibitors | Hsp70 displacement
CC(=O)c1cccc(NC(=O)Nc2ccccc2C)c1 | -0.2% | 8.2%
Cc1cc(C(F)(F)F)nn1CC(=O)NCC1CCCO1 (centres undefined) | -4.0% | -5.3%

(continued)
SMILES | Rat MKP-3 inhibitors | Hsp70 displacement
C=CCn1cc(C(=O)NCCCOC)c(=O)c2cc(S(=O)(=O)N3CCC(C)CC3)ccc21 | -3.7% | 0.0%
CCOC(=O)C1=C(C)N=c2s/c(=C\c3ccc(N(C)C)cc3)c(=O)n2C1/C=C/c1ccccc1 (centres undefined) | -0.5% | -69.7%
O=C(CN(c1ccc(F)cc1)S(=O)(=O)c1ccc2c(c1)OCCO2)Nc1ccccc1 | x | 3.5%
COc1ccc(C(=O)Nn2cnc3scc(-c4cccs4)c3c2=O)c(O)c1 | -11.6% | -2.4%
CCCOc1ccc(/C=N/N2CCN(Cc3ccc(C)cc3)CC2)cc1 | -3.1% | 0.4%
COc1ccc(NC(=O)C2CC3CCC2C3)cc1OC (centres undefined) | 0.7% | 4.9%
CN(C)S(=O)(=O)c1cccn1-c1ncc(C(F)(F)F)cc1Cl | x | -0.8%
C=CCn1c(SCC(=O)OC)nc2sc3c(c2c1=O)CCN(C)C3 | -12.6% | 4.6%
C[C@]12CC[C@@H]3c4ccc(O)cc4CC[C@H]3[C@@H]1CC[C@@H]2OC(=O)CCC(=O)O | -2.6% | -1.0%
CCOc1ccc(-n2c(Cc3cc(=O)[nH]c(=O)[nH]3)nnc2SCC(=O)OC)cc1 | -3.2% | -14.9%
Cc1ccc(NS(=O)(=O)c2cc(C(=O)O)ccc2Cl)c(C)c1 | -5.4% | 1.6%
c1ccc(-c2nn3c(Cn4cnc5ccccc54)nnc3s2)cc1 | -7.0% | 1.9%
CCc1nn2c(C(F)(F)F)cc(=O)[nH]c2c1C | 3.0% | -2.6%
Cc1ccccc1Cn1c(=O)[nH]c2ccccc21 | -12.7% | -2.6%
O=C(Oc1ccccc1C(=O)N1CCOCC1)c1cccc(Br)c1 | -1.3% | -4.0%
CN(C)c1ccc(-c2noc(-c3ccccc3O)n2)cc1 | -4.2% | -2.6%
COc1ccc(/C=C2/SC(=O)N(CNc3ccc(Br)cc3C)C2=O)c(OC)c1 | -2.8% | 4.4%
CCOC(=O)C1=NNC2C(=O)N(Cc3ccccc3)C(=O)C12 (centres undefined) | -0.6% | 3.5%
COCCCNC(=O)c1c(NC(=O)C2COc3ccccc3O2)sc2c1CCCC2 (centres undefined) | x | 2.7%
COc1ccc(C(=O)Nc2ccc(NC(=O)c3cc4ccccc4o3)c(OC)c2)cc1Br | -3.8% | -4.2%
CN(Cc1ccccc1)c1nc2c(c(=O)[nH]c(=O)n2C)n1CCSc1ncccn1 | x | -6.4%
O=C(CSCc1ccccc1)N1CCN(C(=O)c2ccco2)CC1 | -4.6% | 7.4%
O=[n+]1c2c(n([O-])c3c1CCCC3)CCCC2 | -11.4% | 2.8%
COC(=O)c1ccc(Oc2nc(N(C)C)nc(N3CCOCC3)n2)cc1 | x | 5.6%
CSc1cccc(NS(=O)(=O)c2ccc3c(c2)oc(=O)n3C)c1 | -0.2% | -0.2%
CN(C)/C=C/C=C1C(=O)OC(C)(C)OC1=O | -2.3% | 1.4%
COc1ccc(OCc2ccccc2)c(C=O)c1 | 2.6% | -0.5%
Cc1ccc(S(=O)(=O)NCCOc2ccc(Cl)cc2)cc1[N+](=O)[O-] | -3.9% | 3.4%
O=C(Nc1ccc2nc(-c3cccs3)[nH]c2c1)c1ccco1 | -5.0% | -3.0%
CCOc1cc(S(=O)(=O)NCC2OCCc3ccccc32)c(OCC)cc1-n1cnnn1 (centres undefined) | 3.3% | 5.0%
COc1cccc(-c2nc(CS(=O)(=O)CC(=O)N3CCN(C4CCCCC4)CC3)c(C)o2)c1 | -7.2% | -0.4%
Cc1ccc(CSCCNC(=O)CN(c2ccc(C)cc2)S(=O)(=O)c2ccc(F)cc2)cc1 | 3.0% | -1.6%
O=c1c(Oc2ccccc2Br)c(C(F)(F)F)oc2c(CN3CCCC3)c(O)ccc12 | 1.6% | -5.9%&3.0%
C[N+]12CCCCC1C(COC(=O)c1ccc3c(c1)OCO3)CCC2 (centres undefined) | x | 0.7%
O=C(O)C1CSC2(CCN(Cc3ccccc3)CC2)N1 (centres undefined) | x | -1.4%
c1coc(CNCCCN2CCOCC2)c1 | x | -2.1%
COc1cc(CNC(=O)OCC(C)C)cc(OC)c1OC | -8.2% | -1.2%
Cc1ccc(O)c(NC(=O)c2ccc(-c3ccccc3)cc2)c1 | 2.1% | -4.3%
O=c1oc2c(CN3CCCCCC3)c(O)ccc2cc1-c1nc2ccccc2[nH]1 | -17.8% | 129.6%
O=C(c1ccccc1)C1(C(=O)c2ccccc2)CCCC1 | 1.9% | 7.4%

Reformatted: results already given.
Rat MKP-3 inhibitors	Hsp70 displacement	SMILES
x	5.6%	COC(=O)c1ccc(Oc2nc(N(C)C)nc(N3CCOCC3)n2)cc1
-0.2%	-0.2%	CSc1cccc(NS(=O)(=O)c2ccc3c(c2)oc(=O)n3C)c1
-2.3%	1.4%	CN(C)/C=C/C=C1C(=O)OC(C)(C)OC1=O

Other results
SMILES | Rat MKP-3 inhibitors | Hsp70 displacement
CCNC(=O)COC(=O)c1ccc(S(=O)(=O)N2CCCCCC2)cc1 | -6.2% | -2.3%
CCn1c(SCC(=O)Nc2ccccc2-c2ccccc2)nnc1-c1ccoc1C | -11.8% | 2.4%
COCc1c(C(N)=O)nnn1-c1nonc1N | 7.9% | 0.4%
Cc1ccc(Oc2nsnc2N2CCOCC2)cc1 | -2.4% | -1.6%
COc1ccc2c(c1)CCc1c(C(=O)N3CCCC3)noc1-2 | 6.6% | 2.3%
CN(C)S(=O)(=O)N1CCN(C(=O)N(c2ccccc2)c2ccccc2)CC1 | -9.7% | 1.7%
COC(=O)c1cccc(NC(=O)Cn2nnc3ccccc32)c1 | -2.4% | -3.8%
Cn1c(=O)oc2cc(S(=O)(=O)NCc3ccccc3)ccc21 | x | 2.4%
COc1cc(C=C2C(=O)NC(=O)NC2=O)ccc1OC(C)C | -2.8% | 0.3%
C=CCn1c(SCc2cc(=O)n3ccsc3n2)nnc1C1CCCCC1 | 0.8% | 1.2%
Cc1cc(-n2c(SCCC#N)nnc2-c2cccnc2)ccc1Cl | -8.0% | -2.7%
Cc1ccc(S(=O)(=O)C(C#N)c2nc3ccccc3nc2N2CCC(C)CC2)cc1 (centres undefined) | 1.2% | 6.5%
CSc1ncc2c(n1)-c1cc(C)ccc1SC2 | x | 8.4%
Fc1ccc2c(c1)[C@H]1OCC[C@H]1[C@@H](c1ccco1)N2 | x | 5.8%
CCc1nc(C)cc(N)c1OCc1ccccc1 | -10.6% | -0.5%
O=C(Nc1nc(-c2cccnc2)cs1)c1ccc(S(=O)(=O)N2CCOCC2)cc1 | -4.4% | 2.0%
COc1cc(C(=O)Nc2ccc(S(=O)(=O)NC(C)C)cc2)cc(OC)c1OC | x | 8.1%
CNC(=O)CN1C(=O)c2ccccc2S1(=O)=O | -4.2% | -3.4%
Cc1ccc(OCCn2c(SCc3nc4ccccc4[nH]3)nc3ccccc32)cc1 | -2.4% | 3.8%
COC(=O)C1=C(C)N(c2ccccc2)C(=S)NC1c1ccc(OC)cc1 (centres undefined) | -0.4% | -1.6%
NNC(=O)Cn1nc(-c2ccccc2)c2ccccc2c1=O | 1.3% | -3.6%
Cc1occc1C(=O)Nc1c(F)cc(F)cc1Br | -12.7% | 3.7%
Cc1cc(=O)[nH]c2cc(-c3ccccc3)nn12 | 2.0% | 0.2%
COC(=O)c1sc(NC(=O)c2ccco2)nc1C | -3.6% | -2.7%
CC(=O)Nc1ccc(S(=O)(=O)Nc2cc(C)cc(C)c2)cc1 | -5.6% | 2.1%
CCOC(=O)N1CCC(N2C(=O)c3ccc(C(=O)NC4CCCCCC4)cc3C2=O)CC1 | 1.1% | 0.8%
CC(Oc1ccccc1)C(=O)Nc1cccc(NC(=O)C(C)Oc2ccccc2)n1 (centres undefined) | 3.7% | -0.9%
CCOC(=O)N1CCC2(CC1)C(C#N)=C(N)OC1=C2C(=O)CC(C)C1 (centres undefined) | x | 2.4%
Cc1ccc(-n2c(Cc3cccs3)nnc2SCC(=O)OC(C)C)cc1 | -15.2% | -4.5%
Cc1cc(C)n(-c2cc(NCCO)nc(-c3ccc(Br)cc3)n2)n1 | 0.7% | 0.1%
O=S(=O)(Nc1cccnc1)c1ccc(C2CCCCC2)cc1 | -0.4% | -3.8%
O=c1c2c([nH]c3ccccc13)CCCCC2 | 4.1% | 3.5%
CCOC(=O)c1c(/N=C/c2c(O)c([N+](=O)[O-])cc3oc4c(c23)CCCC4)sc(C)c1C | -0.7% | 4.6%
OC(COc1ccc2ccccc2c1Cl)CN1CCOCC1 (centres undefined) | -5.3% | -3.7%
Cc1cc(Cl)cc(C)c1OCCCCCCn1ccnc1 | 1.3% | -6.7%
CN(CC(N)=O)S(=O)(=O)c1ccc(F)cc1 | x | 0.0%
Cc1ccccc1NC(=O)c1c(F)c(F)c(F)c(F)c1F | 0.8% | 2.1%

Full records, looked up by structure. Order of values: Rat MKP-3 inhibitors | Hsp70 displacement
`COC(=O)c1ccc(Oc2nc(N(C)C)nc(N3CCOCC3)n2)cc1` is listed with x | 5.6%
`CC(Oc1ccccc1)C(=O)Nc1cccc(NC(=O)C(C)Oc2ccccc2)n1` (centres undefined) is listed with 3.7% | -0.9%
